# HepG2 viability: counter-screen for TGF-b inhibitors: cytotoxicity in HepG2 cells; HepG2 CAGA-GFP viability, ATP luminescence, 18 h; Potency, µM (highest dose often 46.1 µM), for the others: at the top dose activity change, negative = cytotoxicity, usual class: cytotoxic; 410,000 compounds, 0.76% hits; also: potency is read from the fitted curve at half-maximal effect; some results filed as inactive show a strong effect at the top dose
#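 CellTiter-Glo luminescence gave cytotoxicity after 18 hours at 37 degrees C. The cells were HepG2 CAGA-GFP in 1% FBS DMEM, stimulated with 500 pg/mL TGF-beta after compound addition. %Activity was normalised to no-cell wells (complete cell-killing) and DMSO (no toxicity), and curves were fitted and classified.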
# KB-3-1 cytotox: kills parental KB-3-1 adenocarcinoma cells | KB-3-1 viability, CellTiter-Glo ATP luminescence, 72 h | Potency, µM (series often up to 46.1 µM), for the others: at the top dose activity change, negative = cytotoxic, usual class: cytotoxic | 400,000 compounds, 1.4% hits | AID 1347075; also: potency is read from the fitted curve at half-maximal effect; % is scaled to controls: 0 for no effect and ±100 for the full control effect; nearly all actives have a fitted effect of over 60% in size
#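 Screening of KB-3-1 cells (DMEM, 10% FBS, phenol-red free) ran from lowest to highest compound concentration; after 72 h at 37 °C viability was read luminescently and curves fitted.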
# SW480 rereplic: induces DNA re-replication in SW480 colon adenocarcinoma cells. SW480 DNA re-replication, Hoechst DNA content imaging, 48 h. Potency, µM (top dose mostly 46.1 µM), inactives show at the highest dose re-replication activation, actives largely listed as activators. 340,000 compounds, 1.8% hits; also: potency is read from the fitted curve at half-maximal effect; % of control where 0% means no effect; nearly all actives have a fitted effect of over 55% in size
#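 Image-based read-out: total Hoechst fluorescence of nuclei (405 nm excitation, 500-530 nm emission), with hits raising the fraction of high-intensity nuclei. SW480 colon cells incubated 48 hr with compounds at 37 C.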
# HT1080NT lethal: kills 2HG-producing HT-1080-NT fibrosarcoma cells; HT-1080-NT fibrosarcoma viability, CellTiter-Glo ATP luminescence, 48 h; Potency, µM (doses to about 46.1 µM), without a hit: at the top dose activity, negative = less viability, most hits filed as cytotoxic; 360,000 compounds, 1.6% hits;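 also: NT is the 2HG producing partner of a matched IDH1 knockdown line; potency is read from the fitted curve at half-maximal effect; 0% = DMSO-treated cells and -100% = media-only wells without cells; nearly all actives have a fitted effect of over 55% in size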
#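 Viability by CellTiter-Glo luminescence after 48 h compound exposure at 37C of HT-1080-NT cells (750/well, RPMI, 5% FBS). % activity scaled between DMSO wells and medium-only wells, then curve-fitted and categorized by curve class.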
# ATXN2 expr inh: inhibitors of ATXN2 expression. HEK-293 ATXN2-luciferase reporter, luminescence, 24 h. Potency, µM (series often up to 57 µM), without a hit: at the top dose activity change, negative = inhibition, actives largely listed as inhibitors. 360,000 compounds, 0.72% hits. AID 1745845; also: potency is read from the fitted curve at half-maximal effect; % is scaled to controls: 0 for no effect and ±100 for the full control effect; nearly all actives have a fitted effect of over 55% in size
#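 ATXN2-luciferase reporter cells (luciferase flanked by upstream and downstream ATXN2 gene portions) were treated 24 h at 37 °C with compounds at up to 57 uM. SteadyGlo luminescence gave expression; GF-AFC fluorescence gave viability.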
# HT1080 IDH1KD tx: kills HT-1080 cells with IDH1 knockdown. HT-1080 IDH1 knockdown viability, ATP luminescence, 48 h. Potency, µM (doses to about 46.1 µM), inactives show at the top dose activity, negative = toxicity, usual class: cytotoxic. 360,000 compounds, 2% hits. AID 686971;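 also: potency is read from the fitted curve at half-maximal effect; 0% = DMSO wells and -100% = cell-free medium wells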
#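 Using the IDH1-knockdown HT-1080 line run in the same batch and compound series as the NT line, viability after 48 h at 37 °C was determined by CellTiter-Glo luminescence and expressed as % activity.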
# IL1B secr inh: blocks inflammasome-driven IL-1 beta release; 360,000 compounds, 4.7% hits; THP-1 LPS/ATP IL-1B secretion, AlphaLISA, 16 h; stronger effect = lower value; activity change, % at 57.5 µM; in the data active = activity change below about -50%; inconclusive = mostly about -30% to -49%; also: % is scaled to controls: 0 for no effect and ±100 for the full control effect
#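 THP-1 cells pretreated 1 hr with compounds (up to 57.5 uM final), then stimulated with LPS (250 ng/mL final) plus ATP (1.25 mM final); secreted IL-1B measured by AlphaLISA after 16 hr, decreased signal indicating inhibition.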
# MCF10A rerep: DNA re-replication induction in MCF 10a cells; AID 624296; 350,000 compounds, 2.9% hits; MCF 10A DNA re-replication, Hoechst nuclear intensity, 48 h; Potency, µM (top dose mostly 46.1 µM), inactives show top-dose activity, positive = re-replication, actives largely listed as activators; also: potency is read from the fitted curve at half-maximal effect; % of control where 0% means no effect; nearly all actives have a fitted effect of over 50% in size
# ATXN viability: viability counter-screen for ATXN expression inhibitors | Potency, µM (titrated, usually from 56.7 µM), hits mostly cytotoxic | S2 cells (HEK-293 line with an ATXN2-luciferase reporter) viability, CellTiter-Fluor protease fluorescence, 24 h | 400,000 compounds, 0.49% hits; also: potency is read from the fitted curve at half-maximal effect; nearly all actives have a fitted effect of over 40% in size
# An asterisk follows results filed as active; i = inactive; ? = inconclusive; . = no result given; [ ] = dose if it differs, or a comment. Unless noted, calls follow the shape of the dose curve; as a rule, active = well fitted curve in the direction sought with a large enough effect; inconclusive = small, poorly fitted or top-dose-only effect, or another doubt; inactive = no such curve, though single readings can be large; an effect the other way counts as inactive or inconclusive.
SMILES,HepG2 viability,KB-3-1 cytotox,SW480 rereplic,HT1080NT lethal,ATXN2 expr inh,HT1080 IDH1KD tx,IL1B secr inh,MCF10A rerep,ATXN viability
c1ccc(C[n+]2csc3ccccc32)cc1,-21%,3%,?,?,-16%,?,-53*,23µM*,i
Cc1ccc(-c2nc(C)c(C(=O)O)s2)cc1,-9%,3%,-14%,6%,39%[activator],-10%,27,-8%,i
Cc1ccc2oc(-c3ccc(C)c(NC(=O)C(C)(C)Oc4ccc(Cl)cc4)c3)nc2c1,14%,1%,.,.,122%[activator],.,.,.,i
COc1ccc(/C=C/C(=O)NC(=S)NNC(=O)Cc2cccs2)cc1,-7%,?,8%,15µM*,-12%,16µM*,71,?,i
Cc1ccc(OCCC(=O)OCC(=O)Nc2ccc(C)c(S(=O)(=O)N3CCOCC3)c2)cc1,-24%,8%,.,-4%,2%,-8%,-13,.,i
COc1cccc(OC)c1C(=O)NNC(=O)c1ccc(F)cc1,4%,2%,1%,24%,7%,19%,2,1%,i
O=C1NCCC/C1=N\Nc1ccc(Br)cc1,6%,9%,-7%,-12%,32%,-15%,-16,?,i
CC(C)Cc1nn2c(=O)cc(COC(=O)CNC(=O)c3ccc(C(C)(C)C)cc3)nc2s1,-49%,8%,.,.,-4%,.,.,.,i
CCc1ccc(CNC(=O)CCS(=O)(=O)Cc2ccccc2F)cc1,-20%,16%,-4%,1%,-1%,19%,-5,-5%,i
CS(=O)(=O)c1ccc(Cl)c(NC(=O)CSc2n[nH]c(-c3cccs3)n2)c1,-8%,0%,2%,-28%,1%,-4%,23,-2%,.
Cn1cc(/C=C(\C#N)C(=O)Nc2cccc([N+](=O)[O-])c2)c2ccccc21,0%,?,?,14%,?,16%,-26,9.2µM*,i
Brc1cc2c(cc1/C=N/Nc1nc(N3CCOCC3)nc(N3CCOCC3)n1)OCO2,-17%,-1%,-4%,-1%,-18%,0%,-6,14%,i
CC1CN(CCC(=O)Nc2ccc3c(c2)CCC3)CC(C)O1 (stereo unspecified),-3%,5%,3%,3%,-9%,6%[9.24 µM],8,25%,i
O=C1CC(N2CCN(c3ccc(F)cc3)CC2)C(=O)N1Cc1cccs1 (stereo unspecified),5%,7%,-1%,-4%,7%,2%,-3,1%,?
CCCCCNC(=O)CCc1ccccc1,-17%,3%,-2%,10%,5%,14%,-3,3%,i
CC(C(=O)Nc1ccccc1C(=O)O)n1c(C(F)(F)F)nc2ccccc21 (stereo unspecified),20%,-3%,-43%[inhibitor],-15%,-6%,-14%,44,-5%,i
O=C(Oc1ccc(Cl)c2ccccc12)N1CCCCC1,8%,-5%,4%,-2%,54%[activator],-5%,-7,-9%,i
Cc1cc(C(F)F)n2nc(C(=O)Nc3c(C)cccc3C)nc2n1,3%,5%,.,.,15%,.,.,.,i
COc1ccc(C)cc1NC(=S)NC(C)c1ccc(OC)c(OC)c1 (stereo unspecified),1%,-26%,-5%,-8%,.,0%,-26,2%,?
O=C(COC(=O)c1ccc(S(=O)(=O)N2CCCCC2)cc1)Nc1ccccc1,-11%,0%,1%,12%,.,0%,15,0%,i
Cc1c(NC(=S)N/N=C/C=C/c2ccccc2)c(=O)n(-c2ccccc2)n1C,-1%,-5%,0%,0%,-1%,0%,-17,14%,i
CCn1c(=O)[nH]c2cc(C(=O)N3CCN(c4ccccc4)CC3)ccc2c1=O,-1%,7%,2%,4%,0%,-14%,9,7%,i
CC(C)c1ccc(NC2CCCN(C(=O)c3ccco3)C2)cc1 (stereo unspecified),-41%,-11%,-9%,-18%,.,-9%,-5,?,i
CCn1c(CN2CCC(C)CC2)nc2cc(NC(=O)c3cccc([N+](=O)[O-])c3)ccc21,-25%,3%,.,.,3%,.,.,.,i
COc1ccccc1C(c1c(N)n(C)c(=O)n(C)c1=O)C(C)[N+](=O)[O-] (stereo unspecified),-48%,4%,5%,-1%,16%,-3%,-9,?,i
Cc1ccccc1Nc1nc(N)nc(COC(=O)CCNS(=O)(=O)c2ccccc2)n1,4%,-2%,?,-5%,2%,-5%,-2,4%,i
O=C(Nc1cc(C(F)(F)F)ccc1N1CCOCC1)c1cncc(Br)c1,-9%,10%,-5%,4%,-11%,-1%,-5,20%,i
COc1ccc(-c2noc(CCC(=O)N3CCN(c4cccc(C)c4)CC3)n2)cc1,9%,4%,-16%,11%,-1%,11%,12,?,i
CC(=O)c1ccc(N2CCN(C(=O)NCc3noc4ccc(C)cc34)CC2)cc1,-47%,2%,.,.,4%,.,.,.,?
O=C1CC2(CCCC2)C(=O)N1CN1CCN(S(=O)(=O)c2cc(F)ccc2F)CC1,-10%,-11%,.,14%,.,0%,6,.,i

# Further results follow.
SMILES,HepG2 viability,KB-3-1 cytotox,SW480 rereplic,HT1080NT lethal,ATXN2 expr inh,HT1080 IDH1KD tx,IL1B secr inh,MCF10A rerep,ATXN viability
COc1ccc(Cl)cc1NC(=O)c1noc2c1CCc1ccccc1-2,-10%,-2%,.,.,-2%,.,.,.,i
N#CC1=C(SCc2ccccc2)NC(=O)CC1c1cccc(O)c1 (stereo unspecified),-27%,10%,-4%,1%,1%,4%,-54*,-5%,i
CCOC(=O)C1CCN(c2c(NCCCN3CCN(Cc4ccccc4)CC3)c(=O)c2=O)CC1,0%,-3%,2%,0%,-7%,2%,3,1%,i
O=C(c1ccc(C(F)(F)F)cc1)N1CCC(=O)N(C(CO)Cc2ccccc2)CC1 (stereo unspecified),5%,3%,0%,10%,9%,0%,29,-2%,i
Nc1ccccc1NC1=CC(=O)CC(c2ccco2)C1 (stereo unspecified),4%,8%,-4%,1%,-5%,-2%,10,-6%,i
CCn1cc(CN(C)C(=O)CSc2nc(-c3ccco3)cc(C(F)(F)F)n2)c(C)n1,3%,5%,?,-10%,-2%,-24%,8,?,i
CC(C)(C)n1cnnc1Sc1ccc([N+](=O)[O-])cn1,-9%,-13%,18µM*,3%,.,-1%,-2,24%,i
O=C(NCc1ccco1)c1ccc2sc([C@@H]3O[C@H](CO)[C@H](O)[C@H](O)[C@H]3O)nc2c1,9%,2%,.,10%,-2%,15%,4,.,i
FC(F)(F)c1nnc2ccc(NCc3ccccc3)nn12,-1%,-2%,1%,-2%,2%,0%,13,20%,i
Cc1nn2c(Nc3ccccc3)c3c(nc2c1-c1ccccc1)CCC3,-5%,1%,-1%,-1%,0%,0%,16,?,i
CC1CC2=C(C(=O)O1)C(c1ccccc1)Nc1ccccc1N2 (stereo unspecified),-1%,1%,0%,-1%,-2%,-9%,6,2%,i
Cn1cc(Br)c(C(=O)Nc2sc3c(c2C#N)CCC3)n1,-2%,0%,1%,-5%,15%,-20%,?,7%,i
Cc1c(/C(O)=C2\C(=O)C(=O)N(CCCN(C)C)C2c2ccco2)cnn1-c1ccccc1 (stereo unspecified),-3%,-10%,-10%,8%,10%,1%,-9,0%,i
CCOC(=O)c1ccc(OCc2nc(-c3cccs3)no2)cc1,-14%,5%,6%,0%,45%[activator],15%,16,?,i
Cc1[nH]n(-c2ccccc2)c(=O)c1C=Nc1ccc(S(=O)(=O)N=C(N)N)cc1,0%,11%,4%,0%,.,-17%,10,3%,i
C=CCN1C(=O)CSc2ccc(C(=O)N3CCC(C)CC3)cc21,-1%,0%,-8%,9%,6%,10%,-3,-4%,?
CC1(C)CC(=O)C(C=NCC2CCN(C(=S)Nc3ccccc3)CC2)=C(O)C1,-37%,-3%,-48%[inhibitor],-6%,-4%,-6%,2,10%,i
COc1cc(OC)c(S(=O)(=O)NC(C)C)cc1C(=O)O,3%,3%,-8%,6%,.,6%,4,-4%,i
CC(=O)N1C(C)c2ccccc2C(C)(C)CC12CCCCC2 (stereo unspecified),-55%,-12%,6%,-4%,?,-21%,0,8%,i
CCN(CCO)Cc1csc2ccc(C(C)(C)C)cc12,2%,-4%,4%,-1%,-16%,7%,-57*,15%,?
CC(=O)Nc1ccc2c(c1)OCO2,-6%,5%,-3%,15%,6%,16%,3,1%,i
COc1ccc(C(=O)NC2CC(C)(C)Cc3c2cnn3-c2ccccc2C)c(OC)c1OC (stereo unspecified),0%,-22%,16%,2%,4%,-1%,i,?,i
COc1cc(C(=O)Nc2cc3c4c(c2)CC(=O)N4CCC3)cc(OC)c1OC,13%,?,-2%,-1%,3%,-17%,-5,1%,i
Cc1ccc(/C(N)=N/OC(=O)c2ccc3c(c2)OCO3)cc1,33%,-5%,-4%,-17%,75%[activator],-7%,0,?,i
COc1ccccc1NC(=O)C(=O)N/N=C(\C)CC(=O)Nc1ccccn1,-5%,0%,10%,11%,.,10%,-10,3%,?
O=C(C1=C[C@@H](c2coc3ccccc3c2=O)C[C@@H](OCc2ccc(CO)cc2)O1)N1CCN(Cc2ccccc2)CC1,-2%,-5%,?,-2%,?,2%,?,1%,?
CC1CCN(C2=NN3C(=N)/C(=C\c4ccc(OC(=O)c5ccco5)cc4)C(=O)N=C3S2)CC1,-16%,5%,-1%,-2%,3%,10%,-13,?,i
CCCN(CC1CC1)C(=O)CCc1nnc(CCc2c[nH]c3ccccc23)o1,-9%,1%,-13%,-1%,0%,-9%,?,2%,i
Cc1cccc(N2CCN(C(=O)Cc3ccccc3[N+](=O)[O-])CC2)c1C,-3%,0%,-9%,5%,.,4%,17,-10%,.

# High-throughput results as filed in PubChem.

# Rows are unselected; overall some 8.9% were active at least once.
